POLK inh: qHTS for Inhibitors of Polymerase Kappa; Potency, µM (top dose mostly 107 µM), inactives show at the highest dose activity, negative = inhibition, hits mostly inhibitors; AID 588579, 2011; purified Pol kappa, fluorescent DNA synthesis assay, 10 min; DNA polymerase kappa (Homo sapiens), Q9UBT6; 400,000 tested, 0.53% active; note: % is set by controls: 0 for no effect and ±100 for the full control effect
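10 nM Pol kappa preincubated 15 min at room temperature with compounds, then reaction started with substrate at 50 nM final. Fluorescence read kinetically at 0 and 10 min; buffer-only wells served as negative control.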
POLI inh: qHTS for Inhibitors of Polymerase Iota; DNA polymerase iota (Homo sapiens), Q9UNA4; Pol iota fluorescent replication assay, 10 min; Potency, µM (series often up to 115 µM), for the others: at the top dose activity, negative = inhibition, most hits filed as inhibitors; 390,000 tested, 1% active; AID 588590, 2011
Target sequence (Q9UNA4 whole entry, looked up): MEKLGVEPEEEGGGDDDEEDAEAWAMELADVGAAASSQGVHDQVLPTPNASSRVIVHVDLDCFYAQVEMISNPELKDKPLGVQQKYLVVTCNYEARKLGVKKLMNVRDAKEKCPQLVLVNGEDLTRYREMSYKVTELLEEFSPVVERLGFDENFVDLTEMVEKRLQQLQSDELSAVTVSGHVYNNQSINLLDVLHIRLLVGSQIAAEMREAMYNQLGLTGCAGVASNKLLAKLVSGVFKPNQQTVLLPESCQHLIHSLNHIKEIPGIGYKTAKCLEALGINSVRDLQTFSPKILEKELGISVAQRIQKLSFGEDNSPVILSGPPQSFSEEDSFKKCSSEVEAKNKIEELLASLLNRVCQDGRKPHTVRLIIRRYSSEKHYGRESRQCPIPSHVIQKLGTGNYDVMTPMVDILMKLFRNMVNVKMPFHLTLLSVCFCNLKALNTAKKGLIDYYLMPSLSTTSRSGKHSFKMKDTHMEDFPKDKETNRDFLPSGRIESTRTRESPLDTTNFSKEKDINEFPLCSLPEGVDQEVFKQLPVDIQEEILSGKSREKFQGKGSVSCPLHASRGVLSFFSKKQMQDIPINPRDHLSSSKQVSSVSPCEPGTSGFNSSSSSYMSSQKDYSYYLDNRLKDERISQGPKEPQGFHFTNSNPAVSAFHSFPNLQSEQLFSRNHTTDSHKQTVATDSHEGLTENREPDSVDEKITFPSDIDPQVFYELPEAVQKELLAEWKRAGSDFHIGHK
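Pol iota at 10 nM preincubated 15 min with compounds at room temperature; reaction started with fluorescent substrate, 50 nM final. Fluorescence read kinetically at 0 and 10 min; buffer-only wells as negative control.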
* marks the source's active call; other numbers are inactive results; u = inconclusive; & = joins results of further samples; [ ] = dose if it differs, or a comment. Calls come from the whole dose curve; as a rule, active = well fitted inhibition curve with a large enough effect; inconclusive = small, poorly fitted or top-dose-only effect, or another doubt; inactive = no such curve, though single readings can be large or run the other way. Potency is the fitted concentration of half-maximal effect.

SMILES	POLK inh	POLI inh
CN(C)C(=O)COc1ccccc1C(=O)OCC(=O)Nc1ccc(Oc2ccc(Br)cc2)cc1	-13%	11%
Cc1ccc(NC(=O)COC(=O)c2ccccc2OCC(=O)N(C)C)cc1	-12%	22%
COc1ccc(S(=O)(=O)Nc2cccc3cccnc23)c(N)c1	-12%	13%
O=[N+]([O-])c1ccccc1S(=O)(=O)N1CCN(c2nc(-c3ccccc3)nc3ccccc23)CC1	-5%	u
CCCCc1ccc(C(=O)COC(=O)c2ccc3nc(C)c(C)nc3c2)cc1	-2%	18%
COc1cc2nc(N3CCN(C)CC3)nc(NC3CCN(Cc4ccccc4)CC3)c2cc1OC	-17%	-12%
CN(N=O)c1ccc(/C=C2\C=Cc3ccccc32)cc1	-1%	28%
Brc1cccc[n+]1Cc1cccc(C[n+]2ccccc2Br)c1	-18%	u
CN(C)c1ccc(/C=C/c2ccnc3cc(Cl)cc(Cl)c23)cc1	-13%	-4%
Cc1cc2c(cc1C)N[C@]1(C[C@H]3CCCC(=O)N4CC[C@@H](C1)[C@@H]34)C(=NC1CCCCC1)N2	4%	8%
CC1(C)CC(=O)C2=C(C1)NC(Nc1nc3ccccc3o1)=NC2c1ccccc1Cl (stereo unspecified)	5%	24%
CN(C)c1ccc(/C=C2\C=Cc3ccccc32)cc1Cl	-15%	8%
CCC1CCCCN1Cc1nc2c(c(=O)n(C)c(=O)n2C)n1Cc1c(F)cccc1Cl (stereo unspecified)	-2%	15%
CCSc1ncc(Cl)c(C(=O)Nc2sc3c(c2C(=O)OC)CCCC3)n1	-12%	26%
CCCCCCC1(C)NC(c2ccc3c(c2)OCO3)=CC(c2cc(Br)ccc2O)N1 (stereo unspecified)	4%	u
N#Cc1nc(N2CCCC2)nc(N(c2ccccc2)c2ccccc2)n1	-1%	17%
Cc1ccc2nccnc2c1	8%	-18%
O=C1OCCC1Sc1nnc2c(n1)[nH]c1ccccc12 (stereo unspecified)	-11%	30%[activator]
CCNc1ccc(/C=C/c2ccnc3ccccc23)cc1	u	u
CC(C)c1ccc(C2C3=C(CC(c4ccco4)CC3=O)Nc3nc(C(F)(F)F)nn32)cc1 (stereo unspecified)	-9%	-24%
Cc1ccnc2ccc([N+](=O)[O-])cc12	-26%	1%
S=C(NCCCc1cnc[nH]1)NCCCN(Cc1ccc(Cl)cc1)c1ncc(Br)cn1	-17%	u
Oc1ccc(Cl)cc1C1C=C(c2ccc3c(c2)OCO3)NC(c2ccc(Cl)cc2)N1 (stereo unspecified)	0%	u
CC1CC(C)CN(c2oc(-c3ccc(OCc4ccccc4Cl)cc3)nc2C#N)C1 (stereo unspecified)	-13%	0%
Oc1ccc(Br)cc1C1C=C(c2ccc3c(c2)OCO3)NC(c2cccc(F)c2)N1 (stereo unspecified)	-5%	u
Cc1ccc(OCC(=O)Nc2cc(-c3nc4cc(Cl)ccc4o3)ccc2C)c(C)c1	-4%	22%
CC(=O)n1cc(C=O)c2ccccc21	0%	31%[activator]
Clc1ccc(Nc2nc(NCc3ccco3)nc3nccnc23)cc1	0%	25%
NCCN(Cc1ccc(Cl)c(Cl)c1)c1ccc(Br)cn1	-22%	5%
Cc1ccc2ccc3c(c2n1)NS(=O)(=O)c1ccccc1-3	-23%	u
N#Cc1nc(-c2ccc(OCc3ccccc3Cl)cc2)oc1N1CCCCCC1	-13%	27%
Nc1ccccc1/C=C/c1ccnc2ccccc12	u	u
c1coc(CNc2ncnc3c2[nH]c2ccccc23)c1	-14%	u
COc1cccc(C2=CC(c3ccccc3O)NC(C)(C)N2)c1 (stereo unspecified)	-19%	8%
O=C(Nc1cc(F)ccc1F)c1cnn2c1NC(=C1CC1)C=C2C(F)F	5%	9%
c1csc(-c2nc(N3CCN(Cc4ccc5c(c4)OCCO5)CC3)c3ccccc3n2)c1	0%	15%
O=C(Cc1cccc2ccccc12)NO	3%	-1%
O=S(=O)(c1ccccc1F)N1CCN(c2nc(-c3cccs3)nc3ccccc23)CC1	2%&10%	37%[activator]
CS(=O)(=O)N1CCN(c2nc(-c3cccs3)nc3ccccc23)CC1	-2%	-10%
O=C(O)c1ccc2c(ccc3nn(-c4ccc(/C=C/c5ccc(-n6nc7ccc8cc(C(=O)O)ccc8c7n6)cc5[S+](=O)([O-])[O-])c([S+](=O)([O-])[O-])c4)nc32)c1	1.8µM*	u

Sorted by SMILES length (falling): 6 of the compounds above
SMILES	POLK inh	POLI inh
O=C(O)c1ccc2c(ccc3nn(-c4ccc(/C=C/c5ccc(-n6nc7ccc8cc(C(=O)O)ccc8c7n6)cc5[S+](=O)([O-])[O-])c([S+](=O)([O-])[O-])c4)nc32)c1	1.8µM*	u
Oc1ccc(Cl)cc1C1C=C(c2ccc3c(c2)OCO3)NC(c2ccc(Cl)cc2)N1 (stereo unspecified)	0%	u
O=C(Nc1cc(F)ccc1F)c1cnn2c1NC(=C1CC1)C=C2C(F)F	5%	9%
CS(=O)(=O)N1CCN(c2nc(-c3cccs3)nc3ccccc23)CC1	-2%	-10%
Clc1ccc(Nc2nc(NCc3ccco3)nc3nccnc23)cc1	0%	25%
CC(=O)n1cc(C=O)c2ccccc21	0%	31%[activator]

(further entries)
SMILES	POLK inh	POLI inh
Cc1cc[n+](CCC2CCCCC2)c2ccccc12	5%	38%[activator]
OC(C[n+]1cccc(Br)c1)c1ccccc1 (stereo unspecified)	0%	19%
O=Cc1ccc(I)cc1	-7%	-6%
Oc1ccccc1C1C=C(c2ccc3c(c2)OCO3)NC(c2cccc(Cl)c2)N1 (stereo unspecified)	-11%	u
CS(=O)(=O)N1CCN(Cc2cc3nc(-c4cccc5[nH]ncc45)nc(N4CCOCC4)c3s2)CC1	1%[229 µM]	-18%[229 µM]
Cc1ccc2nc(-c3ccc(C)o3)c(NC3CCCC3)n2c1	-26%	43%[activator]
Ic1ccc(Nc2nc(NCCN3CCOCC3)nc(N3CCOCC3)n2)cc1	-2%	3%
Cc1ccc2c(C(=O)CNc3nccs3)c[nH]c2c1	6%	18%
CNc1ccc(/C=C2\C=Cc3ccccc32)cc1Br	-11%	-1%
O=C(Nc1ccc([N+](=O)[O-])cc1)c1cnn2c1NC(=C1CC1)C=C2C(F)F	-2%	8%
CN(C(=N)N)c1ccc(/C=C2\C=Cc3ccccc32)cc1	0%	4%
Cn1nc(-c2ccncc2)nc2c(=O)n(C)c(=O)nc1-2	-5%	-97%
CCCCNC(=O)[C@@H]1CC=C[C@@H]2CCN(Cc3ccccc3)C(=O)[C@@H]21	-25%	14%
C1=Cc2ccccc2/C1=C(\Cc1ccncc1)Oc1ccncc1	10%	3%
CC(=O)N(C)c1ccc(/C=C2\C=Cc3ccccc32)cc1	2%	-5%
O=S1(=O)CCOC[C@H](c2ccccc2)N1Cc1ccc(Cl)c(Cl)c1	-15%	41%[activator]
O=S(=O)(Nc1cc(Br)cc2cccnc12)c1ccccc1	-7%	25%
CN(C)c1ccc(/C=C/c2ccnc3ccc(Cl)cc23)cc1	-4%	-7%
Cc1cc(N(C)C)c(C)cc1/C=C/c1ccnc2ccccc12	-19%	89µM*
CCCCCCCCCCN(CCCCCCCCCC)c1ccc(/C=C/c2ccnc3ccccc23)cc1	7%	-4%
C=C1C=C(C(F)F)n2ncc(C(=O)N3CCN(c4ccccc4)CC3)c2N1	4%	9%
COc1cc2c(NC3CCN(C)CC3)nc(N3CCCN(C)CC3)nc2cc1OCCCCCN(C)C	-14%	u
Nc1nc(NCCc2ccccc2)c2[nH]cnc2n1	4%&7%	u
CN(C)c1ccc(C2=Cc3ccccc3C2)cc1	u	u
COc1cc2nc(N3CCCN(C)CC3)nc(NC3CCOCC3)c2cc1OC	-5%	-5%
Cc1ccc(S(=O)(=O)C2CCN(c3nc(-c4cccs4)nc4ccccc34)CC2)cc1	-25%	-26%
O=S(=O)(c1ccc(F)cc1)N1CCN(c2nc(-c3ccccc3)nc3cc(Cl)ccc23)CC1	-9%	-15%
Cn1c2ccccc2c2nnc(SCCOc3ccccc3)nc21	9%	-7%
COc1ccc(-c2nc3ccc(NC(C)=O)cc3c(=O)n2Cc2ccccc2)cc1COc1ccc(NC(C)=O)cc1	-19%	-11%
Oc1ccccc1C1C=C(c2ccc3c(c2)OCO3)NC(c2c(F)cccc2Cl)N1 (stereo unspecified)	-23%	u
O=C(CNC(=O)c1cccnc1)c1ccc(F)cc1	-3%	-10%
Cc1ccc(CC(=O)NO)cc1	3%	14%
COc1ccc(N2CCN(C(c3ccc(C)cc3)c3nnnn3C(C)(C)C)CC2)cc1 (stereo unspecified)	7%	10%
COc1ccc(C(=O)NCC(=O)OCC(=O)c2cccc3ccccc23)cc1	-10%	-7%
Nc1nc2[nH]c(=S)[nH]c2c(=O)[nH]1	-8%	6%
CNc1ccc(/C=C2\C=Cc3ccccc32)cc1OC	-18%	1%
CN(C)c1ccc(C=Nc2cnc3ccccc3c2)cc1	-15%	4%
CN(C)c1ccc(C=Nc2ccc(/C=C3\C=Cc4ccccc43)cc2)cc1	-4%	20%
Nc1ccc(S(=O)(=O)N2CCOCC2)cc1	9%	-14%
CNc1ccc(C=C2C=CC=C2)cc1	u	5µM*

Not a retest: 3 of the compounds above.
SMILES	POLK inh	POLI inh
COc1ccc(-c2nc3ccc(NC(C)=O)cc3c(=O)n2Cc2ccccc2)cc1COc1ccc(NC(C)=O)cc1	-19%	-11%
Oc1ccccc1C1C=C(c2ccc3c(c2)OCO3)NC(c2c(F)cccc2Cl)N1 (stereo unspecified)	-23%	u
O=C(CNC(=O)c1cccnc1)c1ccc(F)cc1	-3%	-10%

Next part.
SMILES	POLK inh	POLI inh
COc1cc2nc(N3CCCCC3)nc(NC3CCN(Cc4ccccc4)CC3)c2cc1OC	9%	15%
O=C(c1ccccc1)C(c1ccccc1)[n+]1csc2ccccc21 (stereo unspecified)	-16%	7%
O=C(C[n+]1ccncc1)c1ccc(Br)cc1	-5%	15%
Nc1ccc(/C=C/c2cc(Cl)nc3ccccc23)cc1	3%	7%
C=C1C=C(C(F)F)n2ncc(C(=O)Nc3ccc(N(CC)CC)cc3)c2N1	-23%	8%
COc1cc2nc(C#N)nc(N)c2cc1OC	u	u
CNc1cc(C(=O)O)nc2ccccc12	-24%	u
O=C(CO)c1c[nH]c2ccccc12	-1%	4%
O=C(Nc1cccc2ccccc12)c1cnn2c1NC(=C1CC1)C=C2C(F)F	0%	2%
COc1ccc(/C=C/c2nccc3c2[nH]c2ccccc23)cc1	-13%	10%
Nc1ccc(Cc2ccc(C=O)cc2)cc1	-18%	30%
Nc1nc(=S)c2snnc2[nH]1	3%	8%
COc1cc2nc(NC3CCN(Cc4ccccc4)CC3)nc(N3CCCN(C)CC3)c2cc1OC	1%	6%
O=C1c2ccccc2C(=O)N1c1ccc(O)cc1	-33%	u
CCCN1CNc2c(c(=O)[nH]c(=S)n2CCC(C)(C)C)C1	1%	13%
CCCCN(CCCC)c1ccc(C=Nc2ccc(/C=C/c3ccnc4ccccc34)cc2)cc1C	2%	-11%

Three compounds drawn at random from those above:
SMILES	POLK inh	POLI inh
CNc1cc(C(=O)O)nc2ccccc12	-24%	u
COc1ccc(/C=C/c2nccc3c2[nH]c2ccccc23)cc1	-13%	10%
O=C(C[n+]1ccncc1)c1ccc(Br)cc1	-5%	15%

Given as labelled records: part of the list above.
COc1ccc(S(=O)(=O)Nc2cccc3cccnc23)c(N)c1
  POLK inh: -12%	POLI inh: 13%

O=[N+]([O-])c1ccccc1S(=O)(=O)N1CCN(c2nc(-c3ccccc3)nc3ccccc23)CC1
  POLK inh: -5%	POLI inh: u

CCCCc1ccc(C(=O)COC(=O)c2ccc3nc(C)c(C)nc3c2)cc1
  POLK inh: -2%	POLI inh: 18%

COc1cc2nc(N3CCN(C)CC3)nc(NC3CCN(Cc4ccccc4)CC3)c2cc1OC
  POLK inh: -17%	POLI inh: -12%

The list is partial; the hit share may differ from the screen's.
